Screening results from PubChem.
BioA inh = blocks M. tuberculosis BioA enzyme activity; purified M. tuberculosis BioA enzyme, plate reader; inhibition, % at 9.99 µM; 360,000 tested, 0.096% active; AID 602481; in the data active = inhibition above about 40%
The depositor's hits bear a star. The list is partial; count on the stated rates, not on these rows.

molecule | BioA inh
CCCNC(=O)C[C@H]1CC[C@@H]2[C@H](COc3ccc(NC(=O)CCC)cc3C(=O)N2C)O1 | 0.4
O=C(NCC[C@@H]1CC[C@@H](NS(=O)(=O)c2cccc(Cl)c2)[C@H](CO)O1)c1cnccn1 | 8.5
COc1ccc(CN(C)C[C@@H]2Oc3c(NC(=O)C4CCCCC4)cccc3C(=O)N([C@H](C)CO)C[C@@H]2C)cc1 | 0.4
CO[C@@H](CN(C)Cc1nccs1)[C@H](C)CN([C@@H](C)CO)S(=O)(=O)c1ccc(C)cc1 | 1.6
C[C@@H]1CN([C@H](C)CO)C(=O)c2cc(-c3cncnc3)cnc2O[C@H]1CN(C)C(=O)Cc1cccnc1 | 0.4
C[C@H]1CN([C@@H](C)CO)C(=O)c2cc(NS(=O)(=O)c3cn(C)cn3)ccc2O[C@@H]1CN(C)Cc1ccc2c(c1)OCO2 | 1.3
C[C@H]1CN([C@@H](C)CO)C(=O)c2cccc(NC(=O)C3CCCCC3)c2O[C@@H]1CN(C)CC1CCCCC1 | -1.1
CCCC(=O)Nc1ccc2c(c1)C(=O)N(C)C[C@@H](OC)[C@H](C)CN(Cc1nccs1)[C@H](C)CO2 | -1.6
C[C@@H]1CN([C@H](C)CO)C(=O)c2cccc(N(C)C)c2O[C@@H]1CN(C)Cc1ccc(Oc2ccccc2)cc1 | 0.5
O=C(C[C@@H]1CC[C@@H]2[C@H](COC[C@H](O)CN2S(=O)(=O)c2ccccc2F)O1)NCc1ccccc1Cl | 1.4
C[C@H]1CN([C@@H](C)CO)C(=O)c2cc(-c3cccc(C(=O)N(C)C)c3)cnc2O[C@@H]1CN(C)S(=O)(=O)c1cccc(F)c1 | 6.4
CC(C)NC(=O)N(C)C[C@@H]1OCCCC[C@H](C)Oc2ccc(NS(=O)(=O)c3cn(C)cn3)cc2C(=O)N([C@H](C)CO)C[C@@H]1C | 3.6

Reprinted from the part before: six compounds; new compounds follow.
molecule | BioA inh
C[C@H]1CN([C@@H](C)CO)C(=O)c2cccc(NC(=O)C3CCCCC3)c2O[C@@H]1CN(C)CC1CCCCC1 | -1.1
CCCC(=O)Nc1ccc2c(c1)C(=O)N(C)C[C@@H](OC)[C@H](C)CN(Cc1nccs1)[C@H](C)CO2 | -1.6
C[C@@H]1CN([C@H](C)CO)C(=O)c2cccc(N(C)C)c2O[C@@H]1CN(C)Cc1ccc(Oc2ccccc2)cc1 | 0.5
O=C(C[C@@H]1CC[C@@H]2[C@H](COC[C@H](O)CN2S(=O)(=O)c2ccccc2F)O1)NCc1ccccc1Cl | 1.4
C[C@H]1CN([C@@H](C)CO)C(=O)c2cc(-c3cccc(C(=O)N(C)C)c3)cnc2O[C@@H]1CN(C)S(=O)(=O)c1cccc(F)c1 | 6.4
CC(C)NC(=O)N(C)C[C@@H]1OCCCC[C@H](C)Oc2ccc(NS(=O)(=O)c3cn(C)cn3)cc2C(=O)N([C@H](C)CO)C[C@@H]1C | 3.6
C/C=C/c1cnc2c(c1)C(=O)N([C@@H](C)CO)C[C@@H](C)[C@@H](CN(C)C(=O)Cc1ccccn1)O2 | -4.3
C[C@H](CO)N1C[C@H](C)[C@@H](CN(C)C)OCCCC[C@H](C)Oc2ccc(NS(=O)(=O)c3ccc(Cl)cc3)cc2C1=O | 0.5
COc1ccc(CN(C)C[C@@H]2Oc3c(NS(C)(=O)=O)cccc3C(=O)N([C@H](C)CO)C[C@H]2C)cc1 | -1.6
COc1ccc(S(=O)(=O)N[C@H]2CC[C@H](CC(=O)N3CCC(Cc4ccccc4)CC3)O[C@@H]2CO)cc1 | 3.5
C[C@H](CO)N1C[C@H](C)[C@H](CN(C)Cc2ccc(C(F)(F)F)cc2)OCCCC[C@H](C)Oc2ccc(NS(=O)(=O)c3ccccc3)cc2C1=O | 1.7
O=C(NCC[C@@H]1CC[C@H](NS(=O)(=O)c2cccc(F)c2)[C@@H](CO)O1)c1cnccn1 | -1.1
COC(=O)[C@@]1(CCC(=O)OC(C)(C)C)N=C(c2ccc(OCCCO)cc2)O[C@H]1c1ccccc1 | 1.8
C[C@@H]1CN([C@H](C)CO)C(=O)c2cc(NC(=O)CCN3CCOCC3)ccc2O[C@H]1CN(C)S(=O)(=O)c1ccccc1 | 2.8
Cc1noc(C)c1NC(=O)N(C)C[C@@H]1Oc2ccc(NC(=O)CCN3CCOCC3)cc2CC(=O)N([C@H](C)CO)C[C@H]1C | -8.0
C[C@H](CO)N1C[C@H](C)[C@H](CN(C)C(=O)CCCN(C)C)OCCCC[C@H](C)Oc2ccc(NC(=O)Nc3cccc4ccccc34)cc2C1=O | 2.2
C/C=C/c1cnc2c(c1)C(=O)N([C@H](C)CO)C[C@H](C)[C@H](CN(C)CC1CCOCC1)O2 | -1.5
C[C@H](CO)N1C[C@H](C)[C@H](CN(C)C(=O)Nc2ccc3c(c2)OCO3)Oc2cc(C#Cc3ccncc3)ccc2S1(=O)=O | 0.2
Cc1noc(C)c1C(=O)N(C)C[C@H]1OCc2ccccc2-c2ccccc2C(=O)N([C@H](C)CO)C[C@@H]1C | -0.7
O=C(CCN1CCCCC1)NCC[C@@H]1CC[C@@H](NC(=O)C2CCCC2)[C@H](CO)O1 | 0.8
C[C@@H](NC(=O)C[C@H]1CC[C@H]2[C@H](COc3ccc(NS(=O)(=O)c4ccc(Cl)cc4)cc3C(=O)N2C)O1)c1ccccc1 | -3.3
CCCNC(=O)N1[C@@H](C#N)[C@@H](c2ccc(-c3ccccc3F)cc2)[C@@H]1CO | -0.7
C[C@@H]1CCCCO[C@@H](CN(C)S(=O)(=O)c2cccs2)[C@H](C)CN([C@H](C)CO)C(=O)c2cc(NC(=O)CCCN(C)C)ccc2O1 | -1.6
O=C(NCC[C@@H]1CC[C@@H](NS(=O)(=O)Cc2ccccc2)[C@H](CO)O1)C1CCCC1 | -1.4
Cc1cc(C(=O)Nc2cccc3c2O[C@H](CN(C)C(=O)Nc2ccc(C(F)(F)F)cc2)[C@H](C)CN([C@@H](C)CO)C3=O)n(C)n1 | 1.7
CC(C)C#Cc1cnc2c(c1)C(=O)N([C@@H](C)CO)C[C@@H](C)[C@H](CN(C)S(=O)(=O)c1cn(C)cn1)O2 | -1.5
C[C@@H]1CCCCO[C@H](CN(C)S(=O)(=O)c2ccc(F)cc2)[C@@H](C)CN([C@@H](C)CO)C(=O)c2cc(NC(=O)c3ccncc3)ccc2O1 | -1.8
CCC(=O)N(C)C[C@H]1Oc2cc(-c3ccccc3)ccc2S(=O)(=O)N([C@@H](C)CO)C[C@H]1C | 1.3
CC(C)CC#Cc1cnc2c(c1)C(=O)N([C@@H](C)CO)C[C@H](C)[C@H](CN(C)C(=O)Nc1cc(F)ccc1F)O2 | 4.2
C[C@@H]1CCCCO[C@@H](CN(C)S(=O)(=O)c2cccs2)[C@@H](C)CN([C@H](C)CO)C(=O)c2cc(NS(=O)(=O)c3cccs3)ccc2O1 | 0.3
CO[C@@H]1CN(C)C(=O)c2ccc(NC(C)=O)cc2OC[C@@H](C)N(C(=O)c2ccncc2)C[C@@H]1C | -1.2
C[C@@H]1CN([C@H](C)CO)C(=O)c2cccc(N(C)C)c2O[C@H]1CN(C)Cc1ccc(C(F)(F)F)cc1 | 1.2
C[C@H]1CN([C@@H](C)CO)C(=O)Cc2cc(NC(=O)c3ccncc3)ccc2O[C@@H]1CN(C)Cc1ccc(C(=O)O)cc1 | 1.7
Cc1noc(C)c1NC(=O)N(C)C[C@@H]1Oc2c(NC(=O)c3nc4ccccc4s3)cccc2C(=O)N([C@@H](C)CO)C[C@H]1C | -0.6
CO[C@H]1CN(C)C(=O)c2cc(NS(=O)(=O)c3cccc(F)c3)ccc2OC[C@H](C)N(C(=O)Cc2cccnc2)C[C@@H]1C | -0.7
O=C(c1cccc(F)c1)N1C[C@H]2[C@@H](c3ccccc31)[C@@H](CO)N2C(=O)c1ccccn1 | -2.7
C[C@@H]1CN([C@@H](C)CO)C(=O)c2cc(NC(=O)Nc3ccc(F)cc3)ccc2O[C@@H](C)CCCCO[C@H]1CN(C)Cc1ccc(Cl)c(Cl)c1 | -3.4
COc1ccc(NC(=O)N(C)C[C@H]2Oc3c(NC(=O)c4cc(C)nn4C)cccc3C(=O)N([C@@H](C)CO)C[C@H]2C)cc1 | -0.8
C[C@H](CO)N1C[C@H](C)[C@H](CN(C)C(=O)Nc2ccc3c(c2)OCO3)Oc2ccc(NC(=O)Cc3cn(C)c4ccccc34)cc2CC1=O | -2.1
C[C@@H]1CCCCO[C@@H](CN(C)CC2CC2)[C@@H](C)CN([C@H](C)CO)C(=O)c2cc(NC(=O)Nc3cccc4ccccc34)ccc2O1 | -0.3
C[C@@H]1CN([C@@H](C)CO)C(=O)c2cccc(NC(=O)C3CCOCC3)c2O[C@@H]1CN(C)C(=O)Nc1ccc(F)cc1 | 0.3
CCC(=O)Nc1ccc2c(c1)C(=O)N(C)C[C@@H](OC)[C@@H](C)CN(Cc1ccncc1)[C@H](C)CO2 | -1.3
CO[C@H]1CN(C)C(=O)c2ccc(NC(=O)Nc3ccccc3)cc2OC[C@@H](C)N(CC2CC2)C[C@H]1C | -2.5
C[C@H]1CN([C@@H](C)CO)S(=O)(=O)c2ccc(C3=CCCCC3)cc2O[C@H]1CN(C)S(C)(=O)=O | 1.0
O=C(c1ccccc1F)N1C[C@@H]2[C@H](c3ccccc31)[C@H](CO)N2Cc1ccc2c(c1)OCO2 | 4.6
CO[C@H]1CN(C)C(=O)c2ccc(NS(=O)(=O)CC(F)(F)F)cc2OC[C@H](C)N(Cc2nccs2)C[C@H]1C | 1.4
C[C@@H]1CCCCO[C@H](CN(C)C(=O)Nc2ccc3c(c2)OCO3)[C@@H](C)CN([C@@H](C)CO)C(=O)c2cc(NC(=O)C3CCCCC3)ccc2O1 | 1.4
O=C(N[C@@H]1CC[C@H](CC(=O)N2CCOCC2)O[C@H]1CO)c1ccc2c(c1)OCO2 | -0.6
O=C(Nc1ccc(F)cc1)N1C[C@H]2[C@@H](c3ccccc31)[C@H](CO)N2C(=O)c1ccccc1 | -0.2
C[C@H]1CN([C@@H](C)CO)C(=O)c2cc(C#CCN(C)C)cnc2O[C@@H]1CN(C)Cc1ccccn1 | 1.7
C[C@@H]1CCCCO[C@H](CN(C)Cc2ccc3c(c2)OCO3)[C@H](C)CN([C@H](C)CO)C(=O)c2cc(NC(=O)c3ccccc3)ccc2O1 | -1.5
CCCNC(=O)N(C)C[C@H]1Oc2cc(C#Cc3ccccn3)ccc2S(=O)(=O)N([C@H](C)CO)C[C@@H]1C | 1.5
CN(C)c1ccc2c(c1)[C@H]1C[C@H](CC(=O)NCCc3ccccc3)O[C@H](CO)[C@H]1O2 | -0.3
C[C@@H]1CN([C@H](C)CO)C(=O)c2cc(C#CC3CC3)cnc2O[C@H]1CN(C)C(=O)Nc1ccccc1 | 1.3
O=C(CCN1CCCCC1)N[C@@H]1CC[C@H](CCNS(=O)(=O)c2ccc(F)cc2)O[C@H]1CO | -1.1
O=C(C[C@H]1C[C@H]2c3cc(NC(=O)Nc4ccccc4)ccc3O[C@H]2[C@H](CO)O1)NC1CCCC1 | -1.5
CN(C)c1ccc2c(c1)[C@H]1C[C@@H](CC(=O)NCc3ccc4c(c3)OCO4)O[C@@H](CO)[C@H]1O2 | 1.0
Cc1noc(C)c1S(=O)(=O)Nc1ccc2c(c1)C(=O)N([C@H](C)CO)C[C@@H](C)[C@@H](CN(C)C(=O)Nc1cccc3ccccc13)O2 | -0.3
CN1CCN(C(=O)C[C@H]2C=C[C@@H](NC(=O)Cc3ccccn3)[C@H](CO)O2)CC1 | -1.9
CCS(=O)(=O)Nc1ccc2c(c1)C(=O)N(C)C[C@H](OC)[C@H](C)CN(C(=O)C1CCC1)[C@H](C)CO2 | 1.4
O=C1N(Cc2ccccc2)Cc2ccccc2[C@H]2OC(c3ccc(OCCCO)cc3)=N[C@@]12CCS(=O)(=O)c1ccccc1 | -1.6
O=C(NCC1CC1)[C@H]1[C@H](CO)[C@H]2Cn3c(ccc(-c4cccnc4)c3=O)[C@H]2N1Cc1cocn1 | 4.7
COc1ccc(S(=O)(=O)N(C)C[C@@H]2Oc3ccc(NS(=O)(=O)c4ccc(Cl)cc4)cc3C(=O)N([C@@H](C)CO)C[C@H]2C)cc1 | -0.5
C[C@H](CO)N1C[C@H](C)[C@@H](CN(C)Cc2ccc(C(=O)O)cc2)Oc2ccc(NC(=O)Nc3ccc(F)cc3)cc2C1=O | -2.1
COc1ccc(S(=O)(=O)N2CC[C@@H]3[C@H]2c2cc(-c4ccccc4F)ccc2N[C@@H]3CO)cc1 | -2.7
C[C@@H]1CN([C@@H](C)CO)C(=O)c2cc(C#Cc3ccncc3)cnc2O[C@H]1CN(C)S(=O)(=O)c1ccccc1F | 9.8

Copied from the list.
BioA inh with O=C(C[C@@H]1CC[C@@H]2[C@H](COC[C@H](O)CN2S(=O)(=O)c2ccccc2F)O1)NCc1ccccc1Cl reads 1.4
BioA inh with C[C@H](CO)N1C[C@H](C)[C@H](CN(C)Cc2ccc(C(F)(F)F)cc2)OCCCC[C@H](C)Oc2ccc(NS(=O)(=O)c3ccccc3)cc2C1=O reads 1.7

(more compounds)
molecule | BioA inh
O=C(NCc1ccc(F)cc1)[C@H]1C[C@H]2C(=O)NCC(=O)N2[C@H]1c1ccc(O)cc1 | -2.2
C[C@@H]1CCCCO[C@@H](CN(C)S(=O)(=O)c2cn(C)cn2)[C@H](C)CN([C@@H](C)CO)C(=O)c2cc(NC(=O)CCC(F)(F)F)ccc2O1 | -1.9
C[C@H](CO)N1C[C@H](C)[C@H](CN(C)Cc2cccnc2)Oc2cc(C3=CCCCC3)ccc2S1(=O)=O | 9.3
C[C@H](CO)N1C[C@H](C)[C@H](CN(C)Cc2ccncc2)Oc2ncc(-c3cncnc3)cc2C1=O | -2.6
C[C@@H]1CN([C@H](C)CO)C(=O)c2cccc(NS(C)(=O)=O)c2O[C@@H]1CN(C)CC1CCCCC1 | -2.0
O=C(C[C@H]1CC[C@H]2[C@@H](COC[C@H](O)CN2C(=O)c2ccccc2F)O1)NCc1ccc(-c2ccccc2)cc1 | -0.8
Cc1ccc(S(=O)(=O)N(C)C[C@H]2Oc3cc(C#Cc4ccccc4)ccc3S(=O)(=O)N([C@@H](C)CO)C[C@@H]2C)cc1 | 6.3
COCC(=O)N1CCCCN2[C@@H](CO)[C@@H](c3ccc(C#Cc4ccccc4)cc3)[C@@H]2C1 | -2.9
